Source: PubChem (The Scripps Research Institute Molecular Screening Center)
M1 PAM parental = nonselective calcium activators in parental CHO-K1 cells, primary screen, counter-screen for M1 PAM project, cell-based, Fluo-8 calcium fluorescence, full deck, 1536-well; ATP EC20; 0% at ATP EC20, 100% at ATP max; activation, % at 3 µM; hit rate 0.02% among 360,000;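 active = activation above the run cutoff, the mean activation of all test compounds plus 3 SD, cut at about 40% in these data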;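 also: peak over basal fluorescence ratio in a 140 s read after ATP addition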
OXTR potentiator = human OXTR potentiators, primary screen, fluorescence, CHO-OTR cells, Fluo-8 calcium. Oxytocin receptor (Homo sapiens), P30559. activation, % at 3 µM. hit rate 0.061% among 320,000. AID 2445, 2010. Fluo-8 calcium fluorescence, potentiator mode; 0% = oxytocin EC15, 100% = EC100;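 active = activation above that plate's cutoff, the mean activation of tested compounds plus 3 SD, cut at about 6.6% in these data, passing the limit was not always enough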;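 also: 100% uses oxytocin at 75 nM as the full agonist control; some results filed as inactive read as strong as hits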
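Replication – single well per compound, singlicate · Assay system – CHO cell line stably expressing human OTR · Timing – 6 min pre-incubation, 100 s read · Measure – normalized max/min fluorescence ratio, % activation · Doses – 3.0 µM, one dose · Detection – Fluo-8 calcium dye fluorescence · Probe or stimulus – oxytocin near EC15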
CHO-K1 Ca ag = counter-screen for M1 agonists: effect in parental CHO-K1 cells | Fluo-8 calcium fluorescence; scaled to maximal ATP response, vehicle zero | activation, % at 3 µM | hit rate 0.48% among 360,000; in the data active = activation above about 15%;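 also: untransfected CHO-K1 host cells lacking M1 receptor as counterscreen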
CHRM1 agonist = human M1 muscarinic receptor agonists, primary screen, Fluo-8 calcium fluorescence, CHO-K1 cells, HTS; CHO-K1 hM1, agonist mode; 0% DMSO, 100% acetylcholine EC100; activation, % at 3 µM; hit rate 0.33% among 360,000; AID 588814, 2011;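 active = activation above the run's mean compound activation plus 3 SD, cut at about 16% in these data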;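 also: peak over basal fluorescence ratio within a 140 s kinetic read after compound addition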
Target sequence (P11229 whole entry, looked up): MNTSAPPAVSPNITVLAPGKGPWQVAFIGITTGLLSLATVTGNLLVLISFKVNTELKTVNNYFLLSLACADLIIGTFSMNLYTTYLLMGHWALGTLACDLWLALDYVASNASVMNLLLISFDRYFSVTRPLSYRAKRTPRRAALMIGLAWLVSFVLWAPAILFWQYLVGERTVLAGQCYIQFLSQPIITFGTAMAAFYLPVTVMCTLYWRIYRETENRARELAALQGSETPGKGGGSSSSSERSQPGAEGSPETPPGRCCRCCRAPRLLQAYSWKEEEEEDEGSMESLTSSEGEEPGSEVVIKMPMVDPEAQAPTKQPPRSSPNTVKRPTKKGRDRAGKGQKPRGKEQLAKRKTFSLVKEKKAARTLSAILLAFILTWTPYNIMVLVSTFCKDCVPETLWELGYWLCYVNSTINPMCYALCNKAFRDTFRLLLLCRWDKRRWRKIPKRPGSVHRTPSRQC
CHO parental Ca = ATP-evoked calcium signal inhibitors, parental CHO, primary screen, counter-screen for OX1R antagonist project, cell-based, fluorescence, Fluo-8 calcium dye. inhibition, % at 5.6 µM. parental CHO-K1, ATP-induced calcium, Fluo-8 fluorescence. hit rate 0.63% among 330,000;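 active = inhibition above that plate's mean sample inhibition plus 3 SD, cut at about 26% in these data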;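 also: 0% = ATP-challenged DMSO wells and 100% = DMSO wells without ATP; some compounds past the cut are filed as inactive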
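Material: Parental CHO cells | Reagent: ATP | Compound dosing: Single nominal dose of 5.6 µM per compound | Detection: Intracellular calcium via Fluo-8 no-wash fluorescent dye | Read-out: % inhibition of ATP-induced calcium mobilization | Benchmarks: Low control ATP plus DMSO, high control DMSO only | Replicates: Singlicate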
M1 antag = human M1 muscarinic receptor antagonists, primary screen, CHO-K1 cells, Fluo-8 calcium fluorescence, 1536-well; CHO-K1 hM1, ACh EC80 antagonist; inhibition, % at 3 µM; AID 588852, 2011; Muscarinic acetylcholine receptor M1 (Homo sapiens), P11229; hit rate 1.3% among 360,000;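 active = percent inhibition above its own plate's cutoff, namely the mean of that plate's compound wells plus 3 SD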;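 also: peak over basal fluorescence ratio during 140 s after agonist addition; 0% = ACh EC80 plus DMSO and 100% = DMSO alone without agonist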
TAAR1 ag = human TAAR1 agonists, primary screen, Fluo-8 calcium fluorescence, CHO RD-HGA16 cells; hit rate 0.99% among 360,000; vehicle wells 0%, saturating PEA agonist 100%; activation, % at 3 µM; Trace amine-associated receptor 1 (Homo sapiens), Q96RJ0;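 active = activation above the mean activation of all test compounds in the run plus 3 SD, cut at about 38% in these data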
Target sequence (Q96RJ0 whole entry, looked up): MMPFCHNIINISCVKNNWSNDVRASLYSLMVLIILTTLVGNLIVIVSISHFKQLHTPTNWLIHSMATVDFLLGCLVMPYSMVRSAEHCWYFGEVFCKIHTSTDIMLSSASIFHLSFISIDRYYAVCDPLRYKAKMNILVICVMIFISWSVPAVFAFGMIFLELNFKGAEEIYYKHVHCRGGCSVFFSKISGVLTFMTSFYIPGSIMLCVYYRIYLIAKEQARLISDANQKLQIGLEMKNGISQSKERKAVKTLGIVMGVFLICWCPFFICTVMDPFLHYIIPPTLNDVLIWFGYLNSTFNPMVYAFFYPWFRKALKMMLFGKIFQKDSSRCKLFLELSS
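System: CHO-derived RD-HGA16 cells with stable Gα16 and human TAAR1 / Times: 17-24 h plating, Fluo-8 75 min 37 °C, 30 min RT / Technique: calcium-sensitive Fluo-8 signal, excitation 470-495, emission 515-575 nm / Measure: % activation relative to PEA EC100 response / Benchmarks: DMSO and PEA EC100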
TAAR1 antag = human TAAR1 antagonists, primary screen, Fluo-8 calcium fluorescence, CHO RD-HGA16 cells. Trace amine-associated receptor 1 (Homo sapiens), Q96RJ0. antagonist. inhibition, % at 3 µM. hit rate 1.5% among 360,000. AID 624466, 2012;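 active = inhibition above a per-plate cutoff, the mean inhibition of test compounds on that plate plus 3 SD, cut at about 49% in these data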;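 also: 0% = DMSO plus EC80 beta-PEA response and 100% = DMSO alone without agonist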
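Test system: RD-HGA16 CHO cells with stable hTAAR1 and Gα16 / Probe or stimulus: EC80 β-phenethylamine stimulus / Times: seeding 17-24 h prior, 75-min 37 °C, 30-min RT dye loading / Detection: Fluo-8 calcium-sensitive fluorescence / Read-out basis: % inhibition scaled between DMSO and EC80 PEA controls / Repeats: singlicate, one well per test compound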
CHO-K1 Ca antag = counter-screen for M1 antagonists: effect in parental CHO-K1 cells; inhibition, % at 3 µM; hit rate 0.6% among 360,000; ATP-induced calcium, Fluo-8 fluorescence;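 active = inhibition above a per-plate cutoff, the plate's mean sample inhibition plus 3 SD, cut at about 24% in these data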;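 also: 0% = DMSO plus EC80 ATP and 100% = DMSO alone without ATP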
* = called active by the depositor; . = not tested or not shown.

SMILES	M1 PAM parental	OXTR potentiator	CHO-K1 Ca ag	CHRM1 agonist	CHO parental Ca	M1 antag	TAAR1 ag	TAAR1 antag	CHO-K1 Ca antag
CCN1CCN(CC(c2ccccc2)c2ccccc2)CC1	1.9	-6.9	1.3	-8.9	-10.5	99.8*	1.1	-12.9	-2.8
O=[N+]([O-])c1ccccc1CNCCc1ccc(F)cc1	-5.9	-2.7	0.3	-10.9	-9.9	9.0	36.2	-6.7	-27.4
O=S(=O)(c1ccc(Cl)cc1)N1Cc2ccccc2-n2nncc2C1	-9.2	.	0.8	6.2	.	-18.9	1.0	-14.5	10.6
O=c1[nH]c(=O)n(Cc2ccccc2)c(O)c1/C=C1\C=Nc2ccccc21	13.8	-12.0	2.8	0.5	5.3	4.9	11.6	2.3	-18.4
CC1=C2C(=O)C3C(CC=C4CC(OC5OC(O)C(O)C(O)C5CO)CCC43C)C2CCC12OC1CC(C)CNC1C2C (stereo not drawn)	-19.6	-1.7	1.2	-4.7	-5.6	-10.7	3.7	-21.2	-7.9
O=C1NC(=O)[C@]2(Cc3ccccc3N3CCN(c4ccccc4)CC32)C(=O)N1Cc1ccccc1 (stereo partly drawn)	15.4	-7.7	1.3	-2.8	-8.5	0.1	2.5	-7.5	-9.1
COC(=O)C1=C(c2ccc(S(C)(=O)=O)cc2)C[C@@H]2CC[C@H]1N2C(=O)NCCCOC(C)C	8.5	-10.1	0.2	-6.4	2.2	-8.6	1.0	0.2	-14.7
C[C@]12CCC3C(CC[C@H]4C[C@@H](O)CC[C@]34C)C1C[C@@H](Br)[C@H]2O (stereo partly drawn)	-2.7	-1.0	10.3	-2.7	-9.0	12.6	10.9	25.4	10.2
CCc1cc(=O)oc2c(C)c(OCC(=O)N3C[C@H]4C[C@@H](C3)c3cccc(=O)n3C4)ccc12	6.6	0.1	0.1	-8.2	-7.2	-5.8	-0.5	-2.6	-0.5
CN(C)C1=C(C#N)C(c2ccccc2)=NP(N(C)C)(N(C)C)=N1	22.4	-1.4	0.7	6.1	-6.6	-6.9	1.3	-5.4	-19.6
O=c1c2ccccc2nc(-c2ccccc2)n1-c1ccncc1	-3.7	-3.3	-0.1	-1.2	-12.6	10.5	4.8	14.9	30.6*
CCCNC(=O)N1[C@H]2CC[C@@H]1C(C(=O)OC)=C(c1cccc(OC)c1OC)C2	3.6	3.9	2.3	-6.1	-6.4	8.9	2.5	8.8	0.8
CC[C@@H](O)C[C@H]1CCC[C@@]2(C[C@@H]3OC(=O)/C=C/[C@@](C)(O)[C@@H](O)[C@H](C)[C@@H](O)[C@H](OC4CCC(N(C)C)C(C)O4)[C@@H](O)[C@](C)(O)CCCCC/C=C/[C@@H]4CC(C)(C)O[C@@]4(O)C[C@H](O2)[C@H]3C)O1 (stereo partly drawn)	5.6	.	3.7	3.1	.	12.8	17.5	-10.5	2.9
CCOC(=O)C(c1c(O)c2ccccc2oc1=O)c1c(O)c2ccccc2oc1=O	25.9	.	0.8	0.7	.	-22.3	0.2	-13.7	-4.9
CCC(CO)Nc1ccc([N+](=O)[O-])c2cccnc12 (stereo not drawn)	3.5	-12.8	0.0	-5.1	-9.7	-7.6	12.7	-8.5	-0.5
CCN(CC)c1ccc(N=Cc2c(O)n(-c3ccc(Cl)cc3)c(=O)[nH]c2=O)cc1	8.9	-5.9	0.6	-3.3	-1.4	-2.2	9.3	-23.6	-1.8
CCCCn1c(=O)c(C=Nc2ccc(Cl)cc2)c(O)n(Cc2ccco2)c1=O	9.3	-7.2	0.1	-7.1	-7.0	-3.5	-0.3	-14.3	-6.9
c1cncc(C2CCCCN2)c1 (stereo not drawn)	-1.2	-3.8	0.5	-0.8	-1.0	-4.0	0.5	-24.4	-1.8
O=C(O)c1cccc(NC(=O)N2C[C@H]3C[C@@H](C2)c2cccc(=O)n2C3)c1	20.5	3.2	0.4	-2.7	-10.6	-1.7	4.9	-15.9	-1.9
COc1ccc2[nH]c3c(c2c1)CCN=C3C	19.9	-0.7	1.4	-5.5	-16.3	-19.7	1.7	-27.9	-5.9
CC(=O)Nc1ccc2c(c1)CC1(C(=O)N(C)C(=O)N(C)C1=O)C1CCCN21 (stereo not drawn)	-4.4	-4.1	0.4	-0.9	-2.6	-6.3	6.3	-11.2	2.3
CCCCCCCCn1sccc1=O	8.8	-2.6	0.4	8.2	7.9	-7.6	20.4	2.2	-9.9
COc1ccc(/C=C2\C(=N\O)C3CCN2CC3)cc1	-4.5	-19.2	0.4	-1.4	1.1	2.5	5.5	-5.8	2.0
C1CC2NCCC3NCCC(N1)N32 (stereo not drawn)	2.0	-5.9	0.9	-2.1	7.3	-3.1	1.4	-6.7	-13.8
O=C1NC(=O)N(c2ccccc2)C(=O)/C1=C/c1ccc(Sc2ccccc2)o1	9.2	-8.5	9.4	-3.6	-3.7	5.0	.	.	-5.2
O=C(c1ccc(CS(=O)(=O)c2ccc(Br)cc2)o1)N1CCC2(CC1)OCCO2	7.1	-3.0	0.3	-5.6	-2.2	-7.1	3.2	-7.0	-7.2
O=[N+]([O-])c1oc2ccc3ccccc3c2c1CCO	18.4	.	0.0	-3.1	.	-13.0	-0.2	-20.8	-11.8
COc1ccc(N2C(=O)NC(=O)/C(=C\c3ccc([N+](=O)[O-])s3)C2=O)cc1	12.8	-3.8	2.5	-2.3	3.6	-5.5	1.2	-13.9	-7.8
CN1C(=O)C(Cc2ccccc2)C(=O)N(C)C1=O	11.5	.	6.5	-4.2	.	-6.3	1.6	-3.2	-7.8
CC1=CC2OC3CC4OC(=O)C=CC=CC(=O)OCCC(C)C(O)C(=O)OCC2(CC1O)C4(C)C31CO1 (stereo not drawn)	8.5	.	4.0	-1.8	.	-3.6	.	.	-15.6

3 compounds already listed, arranged by SMILES length, highest first:
SMILES	M1 PAM parental	OXTR potentiator	CHO-K1 Ca ag	CHRM1 agonist	CHO parental Ca	M1 antag	TAAR1 ag	TAAR1 antag	CHO-K1 Ca antag
CC1=C2C(=O)C3C(CC=C4CC(OC5OC(O)C(O)C(O)C5CO)CCC43C)C2CCC12OC1CC(C)CNC1C2C (stereo not drawn)	-19.6	-1.7	1.2	-4.7	-5.6	-10.7	3.7	-21.2	-7.9
CCOC(=O)C(c1c(O)c2ccccc2oc1=O)c1c(O)c2ccccc2oc1=O	25.9	.	0.8	0.7	.	-22.3	0.2	-13.7	-4.9
COc1ccc2[nH]c3c(c2c1)CCN=C3C	19.9	-0.7	1.4	-5.5	-16.3	-19.7	1.7	-27.9	-5.9

Additional structures follow:
SMILES	M1 PAM parental	OXTR potentiator	CHO-K1 Ca ag	CHRM1 agonist	CHO parental Ca	M1 antag	TAAR1 ag	TAAR1 antag	CHO-K1 Ca antag
CC(=O)c1c(O)n(C2CCCCCC2)c(=O)[nH]c1=O	-6.6	-9.7	0.0	-1.1	2.5	-2.6	2.6	-7.9	8.0
COC(=O)C1=C(c2ccc(C(C)=O)cc2)C[C@@H]2CC[C@H]1N2C(=O)N1CCC(C)CC1	13.3	-6.1	-0.8	-3.1	-15.4	-1.0	-0.3	-2.2	-5.5
Cc1ccc2n1Cc1cnnn1-c1ccccc1-2	17.4	.	0.7	2.1	.	-8.5	0.8	-3.9	-12.3
CCN1CCN(c2cc(N3CCCC3)c(F)cc2[N+](=O)[O-])CC1	28.1	1.5	2.3	-9.1	-15.9	-10.4	0.5	11.3	-17.1
CC(C(=O)c1ccc2ccccc2c1)N1CCCCC1 (stereo not drawn)	17.1	-4.6	1.4	-6.0	-6.5	-2.8	3.1	-0.2	-18.0
CCOC(=O)C1CCN(/C=C2/C(=O)NC(=S)N(c3cccc(OC)c3)C2=O)CC1	14.6	-11.0	1.4	11.9	-9.1	-12.8	6.4	3.4	-4.4
COC(=O)C1=C(c2ccc(S(C)(=O)=O)cc2)C[C@@H]2CC[C@H]1N2C(=O)NCc1ccccc1	-8.5	-4.2	-0.1	-6.2	-7.4	11.9	13.7	-5.8	20.2
CCOC(=O)C1(c2ccccc2)CCN(CCC(=O)Nc2cccc(Br)c2)CC1	0.7	.	10.8	1.9	.	20.4	17.2	50.1*	-8.3
COC(=O)C1=C(c2cccc(C#N)c2)C[C@@H]2CC[C@H]1N2C(=O)NC1Cc2ccccc2C1	4.6	-3.9	-1.4	-14.0	-21.5	-7.2	4.0	-7.7	-8.5
Cc1ccccc1NS(=O)(=O)c1ccc(OCC(=O)N2CCN(C)CC2)cc1	-8.1	-3.6	0.7	-5.0	-9.0	-1.2	1.9	14.2	-5.5
CCCCOC(=O)c1ccccc1C(=O)OCc1ccccc1	12.7	-1.5	-0.8	6.3	-29.6	3.8	5.9	42.5	-15.9
COc1cccc(OCc2cc(C(=O)N3C[C@H]4C[C@@H](C3)c3cccc(=O)n3C4)no2)c1	4.0	.	-0.5	-2.9	.	-4.4	1.8	-5.7	6.1
COc1ccc(Cn2c(O)c(/C=N/NC(=O)c3ccccc3)c(=O)[nH]c2=O)cc1	6.7	-9.7	-0.5	-2.3	-10.3	-8.2	7.1	-2.8	1.5
COC(=O)C1=C(c2ccc(Cl)c(C(F)(F)F)c2)C[C@@H]2CC[C@H]1N2C(=O)NCc1ccco1	1.1	-0.6	-0.8	-10.9	-34.0	-5.1	-0.6	4.0	-12.8
S=C(NCCc1ccccc1)N1Cc2cc(N3CCOCC3)ccc2-n2nncc2C1	1.5	.	1.2	-10.6	.	-7.4	25.3	-1.8	13.1
O=C(c1c[nH]cc1-c1ccccc1)c1cccc2ccccc12	-0.3	-15.4	0.5	-3.8	39.8*	-0.8	10.3	5.2	12.5
CCCNC(=O)N1[C@H]2CC[C@@H]1C(C(=O)OC)=C(c1ccc(OC(F)(F)F)cc1)C2	8.9	-2.4	0.8	-7.2	-3.6	-4.0	4.7	22.2	-1.0
O=C1/C(=C/c2ccc3c(c2)OCO3)N2CCC1CC2	10.2	-6.5	0.6	-6.7	-9.1	-1.8	5.2	-4.1	-2.2

The list is partial. The share of hits here may be higher or lower than overall.
